# CHT inh: inhibitors of human choline transporter CHT; High affinity choline transporter 1 (Homo sapiens), Q9GZV3; CHT-expressing cells, membrane potential dye, choline response; hits give low values; B-score at 10 µM; 310,000 tested, 0.86% active; AID 488975, 2010;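 active means B-score over 3 SD under the library average, and starting fluorescence ratio not unusually high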;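 further: choline stimulus applied at its EC90 after an EC20 pre-addition; B-score computed on integrated fluorescence ratio after choline addition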
# Target sequence (Q9GZV3 whole entry, looked up): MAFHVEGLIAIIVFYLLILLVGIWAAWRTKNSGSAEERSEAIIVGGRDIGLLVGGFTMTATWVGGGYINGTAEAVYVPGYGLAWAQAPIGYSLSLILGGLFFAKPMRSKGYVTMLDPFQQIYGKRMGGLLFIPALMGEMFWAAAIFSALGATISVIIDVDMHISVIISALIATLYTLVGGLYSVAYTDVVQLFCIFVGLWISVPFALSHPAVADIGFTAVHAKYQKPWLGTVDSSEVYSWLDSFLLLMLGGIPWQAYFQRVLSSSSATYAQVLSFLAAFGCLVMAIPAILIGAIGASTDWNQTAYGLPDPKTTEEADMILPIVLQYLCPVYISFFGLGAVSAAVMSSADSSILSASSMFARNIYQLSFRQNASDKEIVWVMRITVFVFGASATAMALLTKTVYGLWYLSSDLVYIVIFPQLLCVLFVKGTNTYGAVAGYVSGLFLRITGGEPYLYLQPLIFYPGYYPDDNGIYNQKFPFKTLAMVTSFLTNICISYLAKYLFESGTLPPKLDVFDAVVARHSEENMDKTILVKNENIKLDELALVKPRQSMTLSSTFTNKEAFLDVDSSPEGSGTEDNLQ
# CHT allo act: CHT positive allosteric modulators, primary screen, cell-based, membrane potential dye, choline EC20; High affinity choline transporter 1 (Homo sapiens), Q9GZV3; CHT-expressing cells; hits give high values; LV-AA mutant CHT in HEK293 cells; B-score at 10 µM; 310,000 tested, 0.49% active;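 active means initial fluorescence not abnormally high and integrated response B-score, plate-corrected, over 3 SD above library mean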
# Starred values were filed as active, the others as inactive; i = inactive. The order is random; any-hit rate near 1.4%.
# Preview, 4 compounds:
SMILES,CHT inh,CHT allo act
COc1ccc(C2=NOC(C(=O)N3CCCCCC3)C2)cc1OC (configuration not stated),i,i
CCC1=Nc2cc(C(=O)NCCN3CCOCC3)ccc2Sc2ccc(Br)cc21,i,i
Cc1ccc(N(CC(=O)NCc2ccccc2)C(=O)c2csnn2)cc1,i,i
CCCn1c2ccccc2c2nnc(SCC(=O)Nc3c(C)n(C)n(-c4ccccc4)c3=O)nc21,i,i

# Results (from the top)
SMILES,CHT inh,CHT allo act
COc1ccc(C2=NOC(C(=O)N3CCCCCC3)C2)cc1OC (configuration not stated),i,i
CCC1=Nc2cc(C(=O)NCCN3CCOCC3)ccc2Sc2ccc(Br)cc21,i,i
Cc1ccc(N(CC(=O)NCc2ccccc2)C(=O)c2csnn2)cc1,i,i
CCCn1c2ccccc2c2nnc(SCC(=O)Nc3c(C)n(C)n(-c4ccccc4)c3=O)nc21,i,i
Cc1ccc(NC(=O)c2sc3nc4c(c(-c5ccco5)c3c2N)CCC4)cc1,i,i
CCN(CC(=O)Nc1ccc2c(c1)OCCO2)C(=O)/C=C/c1ccc(OC)cc1OC,i,i
CCN(C(=O)Cn1c(=O)oc2ccccc21)c1cccc(C)c1,i,i
Cc1sc2nc(C(C)C)nc(SCC(=O)N3c4ccccc4CC3C)c2c1C (configuration not stated),i,i
CC(=O)N1N=C(c2ccc(C)cc2)OC1c1ccc(Br)cc1 (configuration not stated),i,i
CCc1cn(S(=O)(=O)c2ccccc2OC)nc1N,i,i
CNc1cc(NS(=O)(=O)c2ccc(N)cc2)nc(NC)n1,i,i
COc1cc2[nH]c3c(N4CCN(c5ccccn5)CC4)ncnc3c2cc1OC,i,i
CCOc1cc(CNc2ccc(Br)cc2)cc(Br)c1OCC(=O)NC(C)(C)C,i,i
Cn1c(NCCN(CCO)CCCc2ccc([N+](=O)[O-])cc2)cc(=O)n(C)c1=O,i,i
Cc1ccc(CCNC(=O)c2nn(C)c3c2CS(=O)(=O)c2ccccc2-3)cc1,i,i
c1ccc2oc(C3=NNC(=NC4CC4)SC3)cc2c1,i,i
C=C1CCN([C@@H](C)C(=O)NCCCCCC)S(=O)(=O)c2ccccc21,i,i
CC1CCCCN1CCCNC(=O)c1nn(C)c2c1CSc1ccccc1-2 (configuration not stated),-7.56*,i
COc1ccccc1/C=[N+](\[O-])C1SC(=S)N(C)C1(C)C (configuration not stated),i,i
NC(=O)c1ccc(NC(=O)CSc2nnc(C3CCCCC3)n2N)cc1,i,i

# A second format for four compounds above.
Structure | CHT inh | CHT allo act
CCCn1c2ccccc2c2nnc(SCC(=O)Nc3c(C)n(C)n(-c4ccccc4)c3=O)nc21 | i | i
CCN(C(=O)Cn1c(=O)oc2ccccc21)c1cccc(C)c1 | i | i
CNc1cc(NS(=O)(=O)c2ccc(N)cc2)nc(NC)n1 | i | i
CCOc1cc(CNc2ccc(Br)cc2)cc(Br)c1OCC(=O)NC(C)(C)C | i | i

# (more compounds)
SMILES,CHT inh,CHT allo act
O=c1oc2ccccc2c2[nH]ccc12,i,i
Cc1c(C(=O)N2CCCCC2)c(S(=O)(=O)N2CCN(c3ccc(Cl)cc3)CC2)c(C)n1C,i,i
O=C(COc1ncnc2cc([N+](=O)[O-])ccc12)NCc1ccc2c(c1)OCO2,i,i
CCOC(=O)NNc1ccc(C(F)(F)F)cn1,i,i
COc1ccccc1CN(C(=O)c1cnccn1)C(C(=O)NC1CCCCC1)c1cc(OC)c(OC)c(OC)c1 (configuration not stated),i,i
N#Cc1ccc(CN2C=NS(=O)(=O)c3ccccc32)cc1,i,i
COc1ccc(OC)c(N(CC(=O)NCCSCc2ccco2)S(=O)(=O)c2ccccc2)c1,i,i
CC(NC(=O)C(=O)NCCN1CCN(C(=O)c2ccccc2Br)CC1)c1ccccc1 (configuration not stated),i,i
Cc1ccc(/C(=N/Nc2ncnc3ccccc23)C(=O)O)cc1,i,i
COc1ccc(N2CCN(c3nc(Nc4ccc(C)c(F)c4)nc(N4CCCC4)n3)CC2)cc1,i,i
O=C(COC(=O)/C=C/c1cccs1)Nc1ccc2ccccc2c1,i,i
Cn1c(=O)n(C)c2cc(/C=N/n3cnnc3)ccc21,i,8.75*
OCCCCC#Cc1c(-c2ccsc2)sc2ccccc12,i,i
NC(=O)C1CCN(C(=S)NC2CC3C=CC2C3)CC1 (configuration not stated),i,i
COC(=O)c1ccc(COC(=O)C2CCN(S(=O)(=O)c3ccc(C)c(C)c3)CC2)o1,i,i
O=c1oc2ccccc2nc1/C=C(\O)c1ccccc1,i,i
COc1cc2c(cc1OC)CN(C(=O)CC1CC3CCC1C3)CC2 (configuration not stated),i,i
CSCCC(NS(=O)(=O)c1ccc(Cl)c(Cl)c1)C(=O)O (configuration not stated),i,i
COc1cc(C2C(C#N)=C(N)Oc3n[nH]c(-c4cccnc4)c32)cc(Br)c1O (configuration not stated),i,i
CCOC(=O)C(NC(=O)Nc1ccc(C(N)=O)cc1)(c1ccccc1)C(F)(F)F (configuration not stated),i,i
Cn1c(=O)c2c(nc(N/N=C/c3ccc(OC(=O)c4ccco4)cc3)n2Cc2ccc(F)cc2)n(C)c1=O,i,i
CCN(CC(=O)NCc1ccc(Cl)cc1)C(=O)c1cnc(Cl)c(Cl)c1,i,i
Cc1ccc(S(=O)(=O)N2CCN=C2SCc2ccc(Cl)c(Cl)c2)cc1,i,i
COc1ccc(OC)c(-n2c(-c3ccn[nH]3)n[nH]c2=S)c1,i,i
COc1ccc(C2NC(=S)NC(C)=C2C(=O)c2ccccc2)cc1OC (configuration not stated),i,i
Cc1ccc(C(=O)NC(=S)Nc2ccc(-c3cc4ccccc4oc3=O)cc2)c(C)c1,i,i
N#Cc1ccc(Nc2ccccc2)c(N)c1,i,i
N#Cc1ncc(Cc2ccccc2)nc1C#N,i,i
COCCOC(=O)C1=C(C)N(c2ccccc2)C(=S)NC1c1ccccc1C(F)(F)F (configuration not stated),i,i
Cc1ccc(S(=O)(=O)Nc2ccccc2C(=O)N2CCCC2)cc1,i,i
COC(=O)C1CCN(C2CC(=O)N(c3cc(C)cc(C)c3)C2=O)CC1 (configuration not stated),i,i
COc1ccc(-c2c[n+]3c(n2-c2ccc(C)cc2)CCCCC3)cc1,i,12.2*
O=c1cc2c(nn1Cc1ccc(F)cc1)-c1ccccc1CC2,i,i
Cc1nc2ccccc2c(=O)n1NC(=O)c1c(O)c2c(n(CC(C)C)c1=O)CCCC2,i,i
CC/C(=N\NC(=O)CSc1ncccn1)c1ccc2c(c1)OCCO2,i,i
COc1ccc(N2CC(O)=C(c3nc(C)cs3)C2=N)cc1,i,i
Cc1cc(C(=O)NNc2ccc(F)cc2F)no1,i,i
CN1CCN(C(CNS(=O)(=O)c2ccc(Br)cc2)c2ccc3c(c2)OCO3)CC1 (configuration not stated),i,i
O=[N+]([O-])c1cc([N+](=O)[O-])c(Oc2ccc(Br)cc2Br)cc1NN1CCCCC1,i,i
O=[N+]([O-])c1cncc([N+](=O)[O-])c1Nc1cccc(O)c1,i,i
CCOc1ccc(C(=O)NCC(=O)OCc2cc([N+](=O)[O-])cc3c2OCOC3)cc1OCC,i,i
O=C(NCCOc1ccc(F)cc1)C1CCC(=O)N(CCN2CCOCC2)C1 (configuration not stated),i,i
Cc1ccc(Cl)c2c1NC(=O)C2(O)CC(=O)c1ccc(F)cc1 (configuration not stated),i,i
O=C(Nc1nncs1)c1ccc2c(c1)OCO2,i,i
CCCCC(=O)Nc1ccc(C(=O)N2CCCC(C(=O)OCC)C2)cc1 (configuration not stated),i,i
COc1ccc(OC(C)C(=O)N2CCOCC2)cc1 (configuration not stated),i,i
CCN1CCN(C(=O)CCS(=O)(=O)c2cc3c(cc2Cl)NC(=O)CO3)CC1,i,i
CC(C)[C@H](NC(=O)OCc1ccccc1)C(=O)OCC(=O)NC1(C#N)CCCC1,i,i
Cc1ccc(C(C(=O)NC2CCCCC2)N(C(=O)c2csnn2)C2CC2)o1 (configuration not stated),i,i
COc1ccc(NC(=O)COC(=O)C2CCN(S(=O)(=O)c3ccccc3)CC2)cc1Cl,i,i
O=C(Nc1ccnc(-c2ccncc2)n1)c1ccccc1Cl,i,i
CC(C)C(C(=O)Nc1nccs1)c1ccccc1 (configuration not stated),i,i
Cc1c(C#N)c2ccccc2n1CC(=O)NCc1ccccc1,i,i
Cc1ccccc1CN1[C@@H](Cc2ccccc2)COCCS1(=O)=O,i,i
O=C(NCc1ccco1)C1CCCN(S(=O)(=O)c2ccc(Br)cc2)C1 (configuration not stated),i,i
CCOC(=O)CSc1nc2c(c(=O)[nH]c(=O)n2C)n1C/C=C(/C)Cl,i,i
O=C(CNC(=S)N(CCCN1CCOCC1)Cc1cccs1)N1CCCC1,i,i
O=C(C1CCN(c2nc3nonc3nc2N2CCCCC2)CC1)N1CCOCC1,i,i
CCCCn1c(O)c(/C=C2\C=Nc3ccccc32)c(=O)[nH]c1=O,i,i
CCCCCCCC(=O)Nc1cc(C(=O)NCc2ccc(C)cc2)ccc1N1CCC2(CC1)CC(c1ccccc1)=NO2,i,i

# (next part)
SMILES,CHT inh,CHT allo act
Cn1cc(C(=O)NCc2ccc(F)cc2)c(=O)c2cc(S(=O)(=O)N3CCCCC3)ccc21,i,i
CCc1ccc(/C=C(/C#N)C(N)=S)s1,i,i
CCn1nc(C)c(Br)c1-c1nc(-c2cccc(C)c2)no1,i,i
O=C(Nc1ccc(F)cc1)c1ccc(CSc2ccccc2)o1,i,i
CS(=O)(=O)c1nc(S(=O)(=O)c2ccc(Cl)cc2)c(N2CCC(O)CC2)s1,i,i
CCOCCCNCc1ccc(OC)c(OC)c1,i,i
Nc1nc(SCc2nc(-c3ccccc3)no2)[nH]c(=O)c1-c1ccccc1,i,i
O=C(NCCCN1CCOCC1)c1cc(-c2ccc(Cl)cc2)on1,i,i
CC(=O)c1ccc(S(=O)(=O)N2CCN(C(=O)CSc3ccc(C)c(C)c3)CC2)cc1,i,i
N#Cc1cc([N+](=O)[O-])ccc1N1CCN(c2ccccc2O)CC1,i,i
Cc1cccc(C)c1NC(=O)c1cnccn1,i,i
O=C(c1ccccc1)C(Cn1cncn1)C(Sc1ccccc1)c1ccccc1 (configuration not stated),i,i
COC(=O)c1cccc(NC(=O)/C=C/c2ccc([N+](=O)[O-])cc2)c1,i,i
S=c1nc(Cc2ccccc2)[nH]c2ccccc12,i,i
CCOC(=O)c1cccc(NC(=O)CSc2nnc(C3CCCCC3)n2C)c1,i,i
CCc1ccccc1NC(=O)C1COc2ccccc2O1 (configuration not stated),i,i
CNC(=O)COC(=O)c1cc(-c2ccccc2)nn1-c1ccccc1,i,i
CC(=O)c1c(O)cc(=O)n(-c2ccccc2)c1-c1ccc(C)cc1,i,i
Cc1cccn2c(=O)c(C=O)c(N3CCCCC3)nc12,i,i
COc1cccc(-c2ccc(C#N)c(SCC(=O)NCCc3cccc(Cl)c3)n2)c1,i,i
c1ccc(-n2nnnc2N2CCOCC2)cc1,i,i
COc1ccc(CCN2CC(C(=O)NCCc3cccnc3)CCC2=O)cc1 (configuration not stated),i,i
N#CCOc1coc(CN2CCN(c3ccccc3)CC2)cc1=O,i,i
COc1ccccc1N1CCN(Cc2ccc(-c3ccccc3[N+](=O)[O-])o2)CC1,i,i
CN1/C(=C\C(=O)COC(=O)c2ccco2)C(C)(C)c2ccccc21,i,i
COCCCN(Cc1ccco1)C(=O)Cn1ncc2c(=O)oc3ccc(C)cc3c21,i,i
O=C(O)CSc1nnc(-c2ccncc2)n1CCc1ccccc1,i,i
Cc1nnsc1NC(=O)OCC(C)(C)C,i,i
Cc1ccc(C)n1/N=C1/NC(=O)CS1,i,i
CN(Cc1nc(-c2ccncc2)no1)S(=O)(=O)c1ccc(Br)cc1,-7.97*,i
CCCCOc1ccc(-c2nnc(-c3ccncc3)o2)cc1,i,i
Cc1ccc(NC(=O)CSc2nc(N)cc(=O)[nH]2)cc1S(=O)(=O)N1CCOCC1,i,i
CCn1c(N)c(C(=O)NCCOC)sc1=S,i,i
O=C(CC1C(=O)NCCN1Cc1ccccc1C(F)(F)F)NC1CCCCC1 (configuration not stated),i,i
COc1ccccc1N1Cc2ccc(OC)c(OC)c2C1=O,i,i
CCOc1ccc(S(=O)(=O)N2CCC(C(=O)Nc3cccc(NC(C)=O)c3)CC2)cc1,i,i
CC(=O)Nc1ccc(NC(=O)CN2CCN(c3ccccn3)CC2)cc1,i,i
CCC(C)(C)NC(=O)c1sccc1Oc1ccc(F)cc1[N+](=O)[O-],i,i
CC(=O)Nc1cccc(NC(=O)C2CC(=O)N(CCc3ccc(F)cc3)C2)c1 (configuration not stated),i,i
NC(=O)COc1ccccc1/C=C1/SC(=O)N(CC(=O)N2CCc3ccccc3C2)C1=O,i,i

# 6 structures out of the list, sorted by formula weight, falling.
SMILES,CHT inh,CHT allo act
Cc1ccc(C(=O)NC(=S)Nc2ccc(-c3cc4ccccc4oc3=O)cc2)c(C)c1,i,i
CCN1CCN(C(=O)CCS(=O)(=O)c2cc3c(cc2Cl)NC(=O)CO3)CC1,i,i
CCOC(=O)CSc1nc2c(c(=O)[nH]c(=O)n2C)n1C/C=C(/C)Cl,i,i
CSCCC(NS(=O)(=O)c1ccc(Cl)c(Cl)c1)C(=O)O (configuration not stated),i,i
CN1/C(=C\C(=O)COC(=O)c2ccco2)C(C)(C)c2ccccc21,i,i
CC(C)C(C(=O)Nc1nccs1)c1ccccc1 (configuration not stated),i,i

# New compounds follow.
SMILES,CHT inh,CHT allo act
CCOC(=O)C(=O)NCc1ccc(/C=C2/N=C(C)C(C(=O)OCC)=C2O)o1,i,i
CC(=O)c1sc(NC(=O)c2ccco2)nc1-c1ccccc1,i,i
Nc1nc(-c2ccc(Cl)cc2)nn1C(=O)c1cccs1,i,i
COC(=O)CN(c1ccccc1F)S(=O)(=O)c1ccccc1,i,i
CCOc1ccc(-n2nnc3c(=O)n(CC(=O)NCc4ccco4)cnc32)cc1,i,i
c1ccc(CN2CCOCCOCCOCC2)cc1,i,i
COc1ccccc1-n1c(SC(C)C(=O)NCC2CCCO2)nc2cc(Cl)ccc2c1=O (configuration not stated),i,i
COC(=O)c1cc(OC)c(OC)cc1NC(=O)CCC1CCCC1,i,i
Cc1cccc(CN2CCN(c3nc4nonc4nc3NC3CC3)CC2)c1,i,i
